Screening results as filed in PubChem.
T cruzi intra = intracellular Trypanosoma cruzi inhibition | intracellular Trypanosoma cruzi in host cells, plate reader | activity score (inhibition), % at 5.01 µM | 4.9% of 22,000 active; in the data active = activity score above about 55%; inconclusive = no clear call, values can overlap the other calls;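 also: parasites and compound incubated about four days before reading; 0% = median of neutral control wells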
INS-1E rescue = rescue of cytokine-induced death in INS-1E beta cells; INS-1E cytokine-induced death, ATP luminescence, 48 h; normalised: neutral wells 0, positive control 100; protection from cytokine-induced ATP loss, % at 10 µM; 0.1% of 20,000 active; AID 488910;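 active = mean replicate protection from cytokine-induced ATP loss at least 50% and at least 75% of replicates each reaching 50%; inconclusive = meets only one of the two criteria, mean or replicate share; inactive = fails both the mean and replicate share criteria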
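Assay system: INS-1E rat insulinoma cells. Amount: 8000 cells per well. Medium: phenol-red-free RPMI with 5% fetal bovine serum. Reagent: IL-1β, TNF-α and IFN-γ cytokine mix. Doses: one compound concentration, pin transfer. Schedule: 48 h co-treatment, 10 min post-lysis read. Detection: CellTiter-Glo luminescence measuring cellular ATP.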
* = called active by the depositor; ? = inconclusive; . = no result given.

SMILES	T cruzi intra	INS-1E rescue
C[C@@H]1CN([C@H](C)CO)C(=O)c2cc(NS(=O)(=O)c3cccs3)ccc2O[C@H]1CN(C)CC1CC1	-29	-6
C[C@@H]1CN([C@@H](C)CO)C(=O)c2cc(NC(=O)CCCCCC(=O)Nc3ccccc3N)ccc2O[C@@H]1CN(C)C(=O)Nc1ccccc1	-39	6
C[C@@H]1CN([C@@H](C)CO)C(=O)c2cccc(NC(=O)C3CCCCC3)c2O[C@H]1CN(C)C(=O)Nc1ccc(C(F)(F)F)cc1	9	0
COc1ccc(S(=O)(=O)N(C)C[C@H]2Oc3ccc(NC(=O)NC4CCCCC4)cc3C(=O)N([C@@H](C)CO)C[C@H]2C)cc1	-2	-23
COc1ccc(NC(=O)N(C)C[C@H]2Oc3ccc(NS(=O)(=O)c4ccc(C)cc4)cc3C(=O)N([C@H](C)CO)C[C@@H]2C)cc1	-3	4
C[C@@H]1CN([C@H](C)CO)C(=O)Cc2cc(NC(=O)C3CC3)ccc2O[C@@H]1CN(C)S(C)(=O)=O	0	4
C[C@@H]1CCCCO[C@@H](CN(C)C(=O)NC2CCCCC2)[C@@H](C)CN([C@H](C)CO)C(=O)c2cc(NC(=O)CCCCCC(=O)Nc3ccccc3N)ccc2O1	-11	8
C[C@@H]1CN([C@@H](C)CO)C(=O)c2cccc(NS(=O)(=O)c3cccs3)c2O[C@@H]1CN(C)S(=O)(=O)c1ccc(Cl)cc1	27	-54
C[C@H]1CN([C@@H](C)CO)C(=O)Cc2cc(NC(=O)Nc3ccc(F)cc3)ccc2O[C@H]1CN(C)Cc1ccc(C(F)(F)F)cc1	46	-52
Cc1ccsc1/C=N/NC(=O)c1ccccn1	-17	-5
C[C@@H]1CN([C@@H](C)CO)C(=O)c2cccc(NC(=O)C3CCOCC3)c2O[C@@H]1CN(C)CC1CCCCC1	-12	-3
CC(C)NC(=O)N(C)C[C@H]1Oc2ccc(NC(=O)Nc3ccc(F)cc3)cc2CC(=O)N([C@@H](C)CO)C[C@H]1C	-1	3
COc1ccc(NC(=O)Nc2ccc3c(c2)C(=O)N([C@H](C)CO)C[C@H](C)[C@H](CN(C)C(=O)NC2CCCCC2)O3)cc1	5	0
C[C@@H]1CN([C@@H](C)CO)C(=O)c2cc(NS(=O)(=O)c3cn(C)cn3)ccc2O[C@@H]1CN(C)S(=O)(=O)c1ccccc1	-11	-5
C[C@H](CO)N1C[C@H](C)[C@H](CN(C)S(=O)(=O)c2ccccc2)Oc2c(NC(=O)Nc3ccc(F)cc3)cccc2C1=O	-50	-3
C[C@H](CO)N1C[C@H](C)[C@H](CN(C)S(=O)(=O)c2ccc(F)cc2)Oc2ccc(NC(=O)Nc3cccc4ccccc34)cc2CC1=O	10	-1
C[C@@H]1CN([C@@H](C)CO)C(=O)c2cccc(NC(=O)Nc3ccc(F)cc3)c2O[C@H]1CN(C)C	-4	6
C[C@H]1CN([C@@H](C)CO)C(=O)Cc2cc(NC(=O)CCCCCC(=O)Nc3ccccc3N)ccc2O[C@@H]1CN(C)Cc1ccc(C(F)(F)F)cc1	?	4
C[C@@H]1CN([C@@H](C)CO)C(=O)Cc2cc(NS(=O)(=O)c3cccs3)ccc2O[C@@H]1CN(C)Cc1ccc(C(=O)Nc2ccccc2N)cc1	62*	-7
C[C@H](CO)N1C[C@H](C)[C@H](CN(C)S(=O)(=O)c2ccc(C#N)cc2)Oc2ncc(C#Cc3ccc(C(F)(F)F)cc3)cc2C1=O	87*	-11

Record cards (already shown). Values in the order: T cruzi intra, INS-1E rescue
`C[C@H](CO)N1C[C@H](C)[C@H](CN(C)S(=O)(=O)c2ccc(C#N)cc2)Oc2ncc(C#Cc3ccc(C(F)(F)F)cc3)cc2C1=O` is listed as 87*, -11
`C[C@@H]1CCCCO[C@@H](CN(C)C(=O)NC2CCCCC2)[C@@H](C)CN([C@H](C)CO)C(=O)c2cc(NC(=O)CCCCCC(=O)Nc3ccccc3N)ccc2O1` is listed as -11, 8
`C[C@@H]1CN([C@H](C)CO)C(=O)Cc2cc(NC(=O)C3CC3)ccc2O[C@@H]1CN(C)S(C)(=O)=O` is listed as 0, 4
`C[C@@H]1CN([C@@H](C)CO)C(=O)c2cc(NS(=O)(=O)c3cn(C)cn3)ccc2O[C@@H]1CN(C)S(=O)(=O)c1ccccc1` is listed as -11, -5

The listing continues.
SMILES	T cruzi intra	INS-1E rescue
C[C@H](CO)N1C[C@H](C)[C@H](CN(C)Cc2ccc(-c3ccccc3)cc2)Oc2ccc(NC(=O)NC3CCCCC3)cc2CC1=O	39	-20
Cc1noc(C)c1S(=O)(=O)Nc1ccc2c(c1)CC(=O)N([C@@H](C)CO)C[C@H](C)[C@H](CN(C)S(=O)(=O)c1ccccc1)O2	1	0
CC(C)NC(=O)Nc1ccc2c(c1)C(=O)N([C@H](C)CO)C[C@H](C)[C@H](CN(C)C(=O)Cc1ccccc1)OCCCC[C@@H](C)O2	3	10
C[C@H]1CN([C@@H](C)CO)C(=O)CCCn2nncc2CO[C@H]1CN(C)Cc1ccccc1	1	.
Cc1ccc(S(=O)(=O)N(C)C[C@H]2Oc3ccc(NC(=O)Nc4ccc(C(F)(F)F)cc4)cc3CC(=O)N([C@H](C)CO)C[C@H]2C)cc1	64*	-5
CNC[C@H]1Oc2c(NC(=O)c3cnccn3)cccc2C(=O)N([C@@H](C)CO)C[C@H]1C	-25	9
C[C@H]1CN([C@@H](C)CO)C(=O)c2cc(NS(=O)(=O)c3cn(C)cn3)ccc2O[C@@H]1CN(C)C(=O)NC1CCCCC1	-4	4
C[C@@H]1CN([C@@H](C)CO)C(=O)c2cccc(NC(=O)Nc3ccc(F)cc3)c2O[C@H]1CN(C)Cc1ccc(C(F)(F)F)cc1	48	-43
C[C@@H]1CN([C@@H](C)CO)C(=O)c2cc(N(C)C)ccc2O[C@@H]1CN(C)Cc1ccc(Cl)c(Cl)c1	64*	-11
Cc1noc(C)c1S(=O)(=O)Nc1cccc2c1O[C@H](CN(C)Cc1ccccc1)[C@H](C)CN([C@H](C)CO)C2=O	-12	4
Cc1ccc(S(=O)(=O)N(C)C[C@@H]2Oc3c(NS(C)(=O)=O)cccc3C(=O)N([C@@H](C)CO)C[C@H]2C)cc1	-6	-1
C[C@@H]1CN([C@@H](C)CO)C(=O)c2cccc(NC(=O)c3nc4ccccc4s3)c2O[C@H]1CN(C)Cc1ccc2c(c1)OCO2	61*	-25
C[C@@H]1CN([C@H](C)CO)C(=O)c2cc(NC(=O)CCN3CCOCC3)ccc2O[C@@H]1CN(C)C(=O)Nc1cccc2ccccc12	-22	-1
Cc1noc(C)c1NC(=O)N(C)C[C@@H]1Oc2ccc(NS(=O)(=O)c3ccc(Cl)cc3)cc2CC(=O)N([C@H](C)CO)C[C@H]1C	-6	6
C[C@@H]1CCCCO[C@H](CN(C)Cc2ccncc2)[C@@H](C)CN([C@H](C)CO)C(=O)c2cc(NS(C)(=O)=O)ccc2O1	-2	8
C[C@@H]1CN([C@H](C)CO)C(=O)c2cccc(NC(=O)NC3CCCCC3)c2O[C@@H]1CN(C)CC1CC1	-37	-7
Cc1noc(C)c1S(=O)(=O)N(C)C[C@H]1Oc2ccc(NS(=O)(=O)c3cn(C)cn3)cc2CC(=O)N([C@H](C)CO)C[C@H]1C	-9	10
Cc1noc(C)c1NC(=O)N(C)C[C@@H]1Oc2ccc(NS(=O)(=O)c3c(C)noc3C)cc2CC(=O)N([C@@H](C)CO)C[C@@H]1C	-23	8
Cc1noc(C)c1NC(=O)Nc1cccc2c1O[C@@H](CN(C)S(=O)(=O)c1ccccc1)[C@H](C)CN([C@H](C)CO)C2=O	-11	11
Cc1cc(C(=O)Nc2cccc3c2O[C@H](CN(C)S(C)(=O)=O)[C@@H](C)CN([C@@H](C)CO)C3=O)n(C)n1	-15	7

A draw from above in order of molecular weight, lowest first.
SMILES	T cruzi intra	INS-1E rescue
C[C@H]1CN([C@@H](C)CO)C(=O)CCCn2nncc2CO[C@H]1CN(C)Cc1ccccc1	1	.
Cc1noc(C)c1S(=O)(=O)Nc1cccc2c1O[C@H](CN(C)Cc1ccccc1)[C@H](C)CN([C@H](C)CO)C2=O	-12	4
Cc1noc(C)c1S(=O)(=O)Nc1ccc2c(c1)CC(=O)N([C@@H](C)CO)C[C@H](C)[C@H](CN(C)S(=O)(=O)c1ccccc1)O2	1	0

Remaining list, next part:
SMILES	T cruzi intra	INS-1E rescue
C[C@@H]1CN([C@@H](C)CO)C(=O)c2cc(NC(=O)CCN3CCOCC3)ccc2O[C@H]1CN(C)S(C)(=O)=O	-11	.
C[C@@H]1CCCCO[C@H](CN(C)C(=O)C2CCCCC2)[C@@H](C)CN([C@H](C)CO)C(=O)c2cc(NC(=O)C3CCCCC3)ccc2O1	7	-1
COc1cc(Br)c(/C=N/NC(=O)CCCCCCC(=O)O)cc1OC	-20	5
Cc1noc(C)c1S(=O)(=O)Nc1ccc2c(c1)C(=O)N([C@@H](C)CO)C[C@@H](C)[C@@H](CN(C)C(=O)NC1CCCCC1)O2	8	7
Cc1ccc(S(=O)(=O)N(C)C[C@H]2Oc3ccc(NC(=O)C4CC4)cc3CC(=O)N([C@@H](C)CO)C[C@@H]2C)cc1	-1	8
Cc1ccc(S(=O)(=O)Nc2cccc3c2O[C@@H](CN(C)Cc2ccccc2)[C@@H](C)CN([C@@H](C)CO)C3=O)cc1	1	-1
C[C@H](CO)N1C[C@H](C)[C@@H](CN(C)S(=O)(=O)c2cccs2)Oc2ccc(NC(=O)CCN3CCOCC3)cc2C1=O	9	5
CC(C)NC(=O)Nc1cccc2c1O[C@@H](CN(C)Cc1ccc(C(F)(F)F)cc1)[C@@H](C)CN([C@@H](C)CO)C2=O	-11	-3
C[C@H](CO)N1C[C@H](C)[C@H](CN(C)S(=O)(=O)c2ccc(Cl)cc2)Oc2ccc(NC(=O)Nc3ccccc3)cc2C1=O	1	8
C[C@@H]1CN([C@@H](C)CO)C(=O)CCCn2nncc2CO[C@@H]1CN(C)C(=O)c1ccncc1	-11	0
C[C@@H]1CN([C@@H](C)CO)C(=O)Cc2cc(NC(=O)Nc3ccc4c(c3)OCO4)ccc2O[C@@H]1CN(C)S(=O)(=O)c1ccc(Cl)cc1	-10	10
C[C@H]1CN([C@@H](C)CO)C(=O)c2cc(NC(=O)Nc3ccc(F)cc3)ccc2O[C@@H]1CN(C)CC1CCCCC1	12	2
CC(C)NC(=O)Nc1ccc2c(c1)C(=O)N([C@H](C)CO)C[C@H](C)[C@@H](CN(C)Cc1ccccc1)OCCCC[C@@H](C)O2	-37	3
C[C@H]1CN([C@@H](C)CO)C(=O)c2cc(NC(=O)Nc3ccc4c(c3)OCO4)ccc2O[C@@H]1CN(C)Cc1ccccc1	4	2
Cc1noc(C)c1NC(=O)N(C)C[C@H]1Oc2c(NC(=O)C3CCCCC3)cccc2C(=O)N([C@H](C)CO)C[C@@H]1C	-20	5
C[C@@H]1CN([C@H](C)CO)C(=O)Cc2cc(NS(=O)(=O)c3ccc(F)cc3)ccc2O[C@H]1CN(C)S(=O)(=O)c1ccc(Cl)cc1	-2	10
CN(C)CCCOc1ccc(/C=N/NC(=O)CCCCCCC(=O)Nc2ccccc2O)cc1	87*	-3
C[C@@H]1CN([C@@H](C)CO)C(=O)c2cccc(NC(=O)C3CCCCC3)c2O[C@@H]1CN(C)Cc1ccccc1	19	-11
C[C@@H]1CN([C@@H](C)CO)C(=O)c2cc(N(C)C)ccc2O[C@H]1CN(C)S(=O)(=O)c1cccs1	-8	3
C[C@H]1CN([C@@H](C)CO)C(=O)Cc2cc(NC(=O)C3CCCCC3)ccc2O[C@@H]1CN(C)Cc1ccncc1	-3	1
C[C@H](CO)N1C[C@H](C)[C@H](CN(C)C(=O)Nc2ccc3c(c2)OCO3)Oc2ncc(/C=C/c3ccccc3)cc2C1=O	23	.
C[C@H]1CN([C@@H](C)CO)C(=O)Cc2cc(NC(=O)CCN3CCOCC3)ccc2O[C@H]1CN(C)Cc1ccc(C(F)(F)F)cc1	2	11
C[C@H](CO)N1C[C@H](C)[C@H](CN(C)Cc2ccc(-c3ccccc3)cc2)Oc2ccc(NC(=O)Cc3ccccc3)cc2CC1=O	47	-18
O=C(CCCCCCC(=O)Nc1ccccc1O)N/N=C/c1ccc[nH]1	5	10
Cc1cc(C(=O)Nc2cccc3c2O[C@@H](CN(C)C(=O)Nc2cccc4ccccc24)[C@@H](C)CN([C@H](C)CO)C3=O)n(C)n1	-10	2
Cc1ccc(S(=O)(=O)Nc2ccc3c(c2)CC(=O)N([C@H](C)CO)C[C@@H](C)[C@H](CN(C)C(=O)NC(C)C)O3)cc1	-25	19
O=C(CCCCCCC(=O)N/N=C/c1ccc(O)c(O)c1)NO	-8	16
CC(C)NC(=O)Nc1ccc2c(c1)C(=O)N([C@H](C)CO)C[C@H](C)[C@@H](CN(C)C(=O)NC1CCCCC1)O2	-17	-3
CNC[C@@H]1Oc2ccc(NS(=O)(=O)c3c(C)noc3C)cc2CC(=O)N([C@@H](C)CO)C[C@@H]1C	-34	1
C[C@H]1CN([C@@H](C)CO)C(=O)c2cccc(NC(=O)c3nc4ccccc4s3)c2O[C@H]1CN(C)Cc1ccc(Oc2ccccc2)cc1	68*	-24
C[C@@H]1CN([C@@H](C)CO)C(=O)CCCn2cc(nn2)CO[C@H]1CN(C)S(C)(=O)=O	-20	5
Cc1ccc(S(=O)(=O)N(C)C[C@@H]2Oc3ccc(NC(=O)CCCCCC(=O)Nc4ccccc4N)cc3C(=O)N([C@@H](C)CO)C[C@@H]2C)cc1	7	-3

Not all compounds are listed. The share of hits here may be higher or lower than overall.
